Screening data: PubChem BioAssay, The Scripps Research Institute Molecular Screening Center
UHRF1 binding – blocks human UHRF1 binding to methylated DNA; Q96T88; UHRF1 binding to methylated oligo, TR-FRET; inhibition, % at 4.4 µM; 370,000 tested, 0.75% active; AID 687016; in the data active = inhibition above about 21%;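 also: UHRF1 SRA domain binding a hemimethylated CpG hairpin DNA probe; 0% = median of test compound wells and 100% = reference inhibitor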
PG9 binder – small molecules binding HIV-1 gp120 antibody PG9; TR-FRET gp120-PG9 antibody binding; inhibition, % at 6.7 µM; 360,000 tested, 0.43% active; AID 624416; in the data active = inhibition above about 8.5%
TCR-CD3 inh – inhibitors of human TCR-CD3 interaction | TAMRA-labeled TCR probe fluorescence, biochemical | inhibition, % at 9.4 µM | 360,000 tested, 0.37% active | AID 651800; in the data active = inhibition above about 19%;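 also: recombinant mutant TCR 2C K166C tagged with TAMRA read by polarization; 0% = receptor in buffer alone and 100% = receptor with positive control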
SIAE inh – blocks human sialic acid acetylesterase | Q9HAT2 | SIAE FP-Rh probe binding, fluorescence polarization | inhibition, % at 9.66 µM | 370,000 tested, 0.69% active | AID 1053197;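 active = inhibition above a cutoff: mean of compounds within the control limits plus 3 SD of those, cut at about 17% in these data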;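 also: 0% = plate median of compound wells and 100% = probe without SIAE protein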
HTRA1 inh – HTRA1 (human) protease inhibition; Q92743; recombinant HTRA1, FP-rhodamine activity-based probe, fluorescence polarization; inhibition, % at 5.96 µM; 340,000 tested, 0.5% active; AID 504803; in the data active = inhibition above about 36%;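 also: 0% = enzyme with DMSO and 100% = wells lacking enzyme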
LEDGF integ inh – blocks HIV-1 LEDGF/p75-dependent DNA integration | TR-FRET IN-LEDGF/p75 DNA integration, Eu/Cy5 | inhibition, % at 3.7 µM | 370,000 tested, 0.64% active | AID 743269;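 active = inhibition above the screen-wide mean plus 3 SD, cut at about 13% in these data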;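 also: signal is the Cy5 over europium emission ratio at 671 and 618 nm; 0% = plate median of compound wells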
mABHD4 FP – inhibitors of mouse ABHD4 | 370,000 tested, 0.54% active | inhibition, % at 8.92 µM | purified mABHD4, FP-Rh probe fluorescence polarization | Q8VD66;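 active = inhibition exceeding the mean over every tested compound plus 3 SD, cut at about 30% in these data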;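 also: 0% = plate median of compound wells and 100% = S159A mutant with DMSO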
Target sequence (Q8VD66 whole entry, looked up): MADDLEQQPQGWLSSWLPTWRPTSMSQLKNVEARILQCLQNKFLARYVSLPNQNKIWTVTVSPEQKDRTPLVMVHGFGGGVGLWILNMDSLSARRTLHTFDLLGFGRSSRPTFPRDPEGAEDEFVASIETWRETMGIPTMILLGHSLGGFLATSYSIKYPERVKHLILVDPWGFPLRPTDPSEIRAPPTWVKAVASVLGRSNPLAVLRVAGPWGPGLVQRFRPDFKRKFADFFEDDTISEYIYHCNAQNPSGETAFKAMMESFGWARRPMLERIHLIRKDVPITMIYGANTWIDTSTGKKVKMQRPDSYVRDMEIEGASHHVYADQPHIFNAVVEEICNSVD
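Test system: mouse ABHD4 enzyme, wild type. Reagent: FP-Rh fluorescent activity-based probe, added after compound pre-incubation. Timing: pre-incubation 45 min, probe exposure 60 min, at 25 °C. Technique: FP readout, ex 525 nm / em 598 nm. Benchmarks: high control S159A mutant with DMSO, low control median of compound wells.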
Tn7 DDE FP – inhibitors of Tn7 peptide binding to human fibrin DD(E); P02675; FP displacement of FITC-Tn7 peptide from fibrin DD(E); 0% = median of compound wells per plate; inhibition, % at 8.3 µM; 370,000 tested, 0.13% active; AID 720508;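 active = inhibition above the mean of compounds falling within the control limits plus 3 SD of them, cut at about 14% in these data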;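 also: 0% = plate median of compound wells and 100% = 10 µM Aha-Tn7 peptide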
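assay system = human clot-derived fibrin DD(E) complex | quantity = Fibrin-DD(E) at 2 µM final | timing = 10 min preincubation, 3 h with tracer, room temperature | signal = fluorescence polarization | measure = percent inhibition | benchmarks = high control wells with 10 µM unlabelled Aha-Tn7 peptide (full inhibition) | replicates = singlicate testing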
TDP2 inh – blocks human TDP2 phosphodiesterase activity | recombinant TDP2, T5PNP hydrolysis, p-nitrophenol absorbance 415 nm | inhibition, % at 12.8 µM | 370,000 tested, 0.34% active;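 active = inhibition above the mean of all tested compounds plus 3 SD, set per campaign, cut at about 25% in these data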;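 also: 0% = DMSO with enzyme and 100% = buffer with substrate but no TDP2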
Target sequence (O95551 whole entry, looked up): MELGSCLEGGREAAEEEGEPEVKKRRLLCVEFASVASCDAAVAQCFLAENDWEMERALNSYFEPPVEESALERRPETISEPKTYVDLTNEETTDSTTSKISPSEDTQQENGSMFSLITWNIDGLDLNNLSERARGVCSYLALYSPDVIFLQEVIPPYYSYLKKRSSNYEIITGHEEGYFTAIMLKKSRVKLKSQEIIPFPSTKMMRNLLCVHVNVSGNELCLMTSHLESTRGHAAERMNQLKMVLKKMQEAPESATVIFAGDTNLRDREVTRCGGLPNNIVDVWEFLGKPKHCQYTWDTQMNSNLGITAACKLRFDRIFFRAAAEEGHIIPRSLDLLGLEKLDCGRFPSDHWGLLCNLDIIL
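System – recombinant human TDP2 · Amount – 120 nM TDP2 per well · Buffer or medium – Mg2+-containing Tris-HCl buffer, pH 7.5 · Reagent – T5PNP substrate, 5 mM · Dosing – 12.8 µM single point, 1% DMSO · Incubation – 2 h at 37 °C · Measured by – epi absorbance · Read-out basis – percent inhibition · Benchmarks – high control without enzyme, low control DMSO plus TDP2 · Repeats – singlicate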
PRMT1 FP inh – blocks human protein arginine methyltransferase 1; 370,000 tested, 1.3% active; inhibition, % at 2.79 µM; Q99873; recombinant PRMT1, activity-based probe fluorescence polarization;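 active = inhibition above about 21% made by adding two undisclosed values, limit read from the data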
Target sequence (Q99873 whole entry, looked up): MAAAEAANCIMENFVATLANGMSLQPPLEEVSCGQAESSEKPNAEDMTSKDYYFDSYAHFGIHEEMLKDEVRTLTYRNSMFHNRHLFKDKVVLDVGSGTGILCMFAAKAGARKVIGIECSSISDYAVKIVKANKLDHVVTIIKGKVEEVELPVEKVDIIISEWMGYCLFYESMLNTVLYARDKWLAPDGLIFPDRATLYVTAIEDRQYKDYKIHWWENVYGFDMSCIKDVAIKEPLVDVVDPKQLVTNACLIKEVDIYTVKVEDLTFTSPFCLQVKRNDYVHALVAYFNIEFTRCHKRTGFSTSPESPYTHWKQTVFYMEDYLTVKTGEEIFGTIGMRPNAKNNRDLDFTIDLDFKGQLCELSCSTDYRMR
The depositor's hits bear a star; · = not tested or not shown.

UHRF1 binding | PG9 binder | TCR-CD3 inh | SIAE inh | HTRA1 inh | LEDGF integ inh | mABHD4 FP | Tn7 DDE FP | TDP2 inh | PRMT1 FP inh | molecule
0 | -1.0 | -1 | 4 | · | -1 | 1 | 3 | -5 | 0 | CC(C)N(C(=O)CSc1nnnn1-c1ccc2c(c1)OCO2)C(C)C
0 | 0.2 | -4 | 8 | 2 | -2 | 7 | -2 | -16 | -2 | COc1cccc(CNC(=O)C2CCN(S(=O)(=O)c3ccc4c(c3)NC(=O)CO4)CC2)c1
-1 | -0.4 | 10 | 3 | -3 | 6 | -9 | -4 | 7 | -2 | Cc1ccc(C(=O)NNC(=O)CCCCC(=O)NNC(=O)c2ccc(C)cc2)cc1
2 | -2.3 | 8 | 2 | 1 | 2 | 13 | -1 | 1 | 0 | N#C/C(=N\Nc1ccc(Cl)cc1)C(=O)c1ccsc1
-1 | -1.0 | -4 | 11 | -7 | 6 | -1 | 3 | -4 | -8 | COc1ccc(N2C(=S)N=C(Nc3ccccc3)C23CCCCC3)cc1
0 | -1.0 | 4 | -1 | 2 | 1 | -2 | -1 | 12 | 0 | CCCn1nnnc1SCC(=O)NCc1cccs1
-1 | -0.4 | 0 | -3 | -7 | 4 | -7 | 3 | -1 | -2 | CN(CCc1nc2ccc(Cl)cc2[nH]1)Cc1nc(CC2CC2)no1
7 | -1.5 | 1 | 6 | · | -1 | -3 | 0 | 3 | 0 | CN1OC[C@@H]2CN[C@H](c3ccc(N4CCCCC4)cc3)C[C@@H]21
1 | -3.7 | 10 | 5 | 5 | 4 | 1 | -3 | 11 | -1 | C=CCn1c(SCC(=O)Nc2ccc(Cl)cn2)nnc1C1CC1
0 | -2.6 | -5 | 9 | · | 3 | 22 | 4 | 3 | -1 | O=C(NCCN1CCC(n2c(=O)[nH]c3ccccc32)CC1)c1ccc(Cl)c(Cl)c1
1 | -1.4 | -3 | 9 | 1 | -2 | 4 | -1 | 3 | -3 | CCC(C)N(CCNC(=O)c1ccc2c(c1)NC(=O)c1ccccc1S2)C1CCCCC1 (stereo not given)
1 | 0.4 | -3 | 2 | 6 | 1 | 1 | -4 | 0 | -1 | Cc1cccc(NC(=O)C2CCCN2C(=O)Oc2ccccc2)c1C (stereo not given)

Arranged by the number under SIAE inh (falling): 3 of the compounds above.
compound,SIAE inh
CCC(C)N(CCNC(=O)c1ccc2c(c1)NC(=O)c1ccccc1S2)C1CCCCC1 (stereo not given),9
C=CCn1c(SCC(=O)Nc2ccc(Cl)cn2)nnc1C1CC1,5
CCCn1nnnc1SCC(=O)NCc1cccs1,-1

Next compounds
UHRF1 binding | PG9 binder | TCR-CD3 inh | SIAE inh | HTRA1 inh | LEDGF integ inh | mABHD4 FP | Tn7 DDE FP | TDP2 inh | PRMT1 FP inh | molecule
-2 | -2.5 | -2 | 10 | -3 | 2 | -1 | -4 | 6 | 1 | O=C(COc1ccccc1/C=C1/NC(=O)NC1=O)Nc1ccccc1
-1 | -1.8 | -1 | 8 | · | 0 | 6 | -3 | -3 | 5 | C#CCNC(=O)C[C@H]1C[C@@]2(C(=O)OC)C(=C[C@H](COCc3ccccc3)O[C@@H]2C)N(Cc2ccc3c(c2)OCO3)C1=O
-1 | 0.8 | -6 | -2 | -8 | 1 | -6 | 5 | 2 | 2 | C=CCn1c(CNC(=O)c2ccco2)nnc1SCC(=O)Nc1cccc(Br)c1
-2 | -0.3 | 9 | -7 | -2 | -4 | 0 | -2 | -1 | -3 | CC(NC(=O)c1cc(Br)ccc1Cl)c1ccccc1 (stereo not given)
-1 | 0.4 | 5 | -7 | -21 | 0 | -12 | 0 | 4 | 1 | CC(=O)Nc1ccc(S(=O)(=O)Nc2cccc(-c3csc(C)n3)c2)cc1
2 | 0.2 | -7 | -1 | -2 | -4 | 4 | 6 | 0 | 4 | O=C(CCNC(=O)c1ccc([N+](=O)[O-])cc1)NCc1ccccc1
-4 | 1.3 | -2 | 3 | 7 | -1 | -3 | 7 | 0 | 1 | Cc1ccccc1C(=O)NC(=S)N(Cc1ccccc1)c1ccccn1
10 | -0.5 | 9 | 2 | -1 | 4 | -2 | -3 | -6 | -2 | O=C(CCS(=O)(=O)Cc1ccc(Cl)cc1)NCCc1ccccc1
-3 | 1.0 | 4 | 6 | 8 | 5 | 3 | 2 | 9 | 11 | COCCN(C(=O)CSc1nc(N)cc(=O)[nH]1)c1c(N)n(Cc2ccccc2)c(=O)[nH]c1=O
0 | 1.3 | -7 | -23 | · | 1 | -6 | 9 | 1 | -2 | CC(=O)NCCNc1nc2cc(-c3ccc(C)cc3)sc2c(=O)n1C
-1 | 0.3 | 5 | -2 | 1 | 2 | 3 | 4 | -7 | 2 | C=CCN(C(=O)CCC(=O)Nc1cc(C)on1)C(C(=O)NC1CCCC1)c1ccc(OC)cc1OC (stereo not given)
3 | 0.8 | 0 | 0 | -4 | 3 | -2 | -4 | -3 | -2 | CC1=C(C(=O)N(C)C)CC(CC(=O)NCC2CCCCC2)C(=O)N1CCC1=CCCCC1 (stereo not given)
-1 | 1.7 | 1 | 0 | · | 0 | 1 | 2 | -8 | 8 | S=C(Nc1ccccc1)Nc1ccccc1-n1cccc1
3 | 0.8 | -8 | -3 | 4 | -4 | -4 | 1 | -14 | 4 | CCOC(=O)C1=C(C)Nc2nc(C)nn2C1c1cc(OC)ccc1OC (stereo not given)
-2 | 0.2 | -4 | -8 | -24 | -1 | 4 | 1 | 10 | 1 | COc1cc(OC)cc(C(=O)N[C@H](C(=O)OCC(=O)Nc2sccc2C#N)C(C)C)c1
15 | -1.6 | -10 | 0 | -9 | -5 | -9 | -3 | -5 | 3 | COc1ccc(-c2sc(NC(C)=O)nc2-c2ccccc2)cc1
2 | -2.6 | -1 | -4 | -3 | -4 | -3 | 6 | 3 | 2 | Cc1ccc(C(=O)NCCOc2cccc3cccnc23)cc1Cl
6 | -1.1 | 4 | 6 | · | 1 | 9 | 2 | 9 | 1 | CC[C@H](C)[C@H]1CNC(=O)C(=O)N1CC1CCN(CCc2ccc(OC)c(OC)c2)CC1
-3 | -2.8 | 10 | -8 | -15 | 0 | -19 | 2 | -1 | 4 | COc1ccc(COC(=O)Nc2cc3c(C(F)(F)F)nn(C)c3s2)cc1
3 | 0.4 | 4 | -7 | -2 | 1 | -1 | 2 | 5 | -1 | CCc1cc2c(N[C@@H](C)C(=O)O)ncnc2s1
0 | 0.2 | 9 | -2 | 4 | -1 | -1 | 2 | -1 | -1 | CC(CCc1ccccc1)N(C)CC(O)c1cccc([N+](=O)[O-])c1 (stereo not given)
-1 | 0.8 | -4 | 2 | 2 | 2 | 12 | -8 | -6 | 0 | COc1cc(OC)c2c(-c3ccccc3)cc(=O)oc2c1C(CCN1CCOCC1)c1ccc(N(C)C)cc1 (stereo not given)
-3 | -0.3 | 3 | -6 | -4 | -5 | -4 | 2 | -6 | -1 | Cc1ccsc1-c1nc(CSCC(=O)NCCN2CCCC2)c(C)o1
-1 | 1.1 | -7 | 1 | 10 | -4 | 0 | 0 | 2 | 2 | CSc1ccccc1C(=O)OCC(=O)N1CCCCCC1
3 | -1.4 | 3 | 11 | 10 | 3 | 11 | -7 | -10 | 1 | CCOC(=O)c1cc(C(=O)n2cc(Cl)cn2)nn1C
-2 | -3.4 | -1 | 11 | 3 | 1 | 4 | -4 | -16 | -3 | COc1ccc(NC(=O)CCNS(=O)(=O)c2ccc3c(c2)CC(C)N3C(=O)C2CC2)cc1 (stereo not given)
-1 | -1.7 | -2 | -1 | 2 | 10 | -12 | -9 | -13 | -5 | COc1ccc(CNC(=O)CCC(=O)Nc2nnc(CC(C)C)s2)cc1
5 | -0.5 | -1 | 5 | 0 | -4 | 1 | 7 | -11 | 1 | Cc1ccn(CC(=O)N2CCCC(Nc3ccc(F)c(F)c3)C2)n1 (stereo not given)
-4 | -0.8 | -5 | 2 | 0 | -1 | 3 | 0 | 0 | 5 | Cc1ccc(CN=c2c([N+](=O)[O-])nn(-c3ccc(Cl)cc3)n2O)cc1
1 | 0.7 | -6 | 0 | -1 | 0 | 3 | -7 | -9 | -1 | COc1cccc(CN(CC(=O)NCc2ccccc2)C(=O)c2csnn2)c1
3 | 1.1 | -8 | 1 | -3 | 0 | -11 | -8 | -11 | -4 | COc1cccc(Nc2nc(NCCO)nc(N3CCCC3)n2)c1
0 | -14 | 6 | 12 | 11 | -2 | 27 | -4 | -1 | 18 | CCOc1cc(/C=C2\C(=O)NN(c3ccccc3)C2=O)cc([N+](=O)[O-])c1O
1 | -0.8 | 1 | 3 | -1 | -3 | 2 | 5 | -10 | 3 | Cc1ccsc1/C=N/NC(=O)c1nnn(-c2nonc2N)c1-c1ccccc1
2 | 2.6 | 4 | 2 | -10 | 3 | 4 | -16 | 0 | -1 | Cc1cccc(S(=O)(=O)N/N=c2\sc3ccccc3n2C)c1
-2 | -1.2 | 2 | 3 | 5 | -1 | 2 | -8 | -6 | 1 | CC1CCN(C(=O)CCc2nc3cc(S(=O)(=O)N(C)C)ccc3n2C)CC1
2 | -1.7 | 4 | -5 | -1 | 1 | -6 | -3 | -16 | 0 | Cc1ccccc1NC(=O)c1csc2c1CCCC2

Another view of some results above:
smiles,UHRF1 binding,PG9 binder,TCR-CD3 inh,SIAE inh,HTRA1 inh,LEDGF integ inh,mABHD4 FP,Tn7 DDE FP,TDP2 inh,PRMT1 FP inh
COc1ccc(NC(=O)CCNS(=O)(=O)c2ccc3c(c2)CC(C)N3C(=O)C2CC2)cc1 (stereo not given),-2,-3.4,-1,11,3,1,4,-4,-16,-3
COc1ccc(CNC(=O)CCC(=O)Nc2nnc(CC(C)C)s2)cc1,-1,-1.7,-2,-1,2,10,-12,-9,-13,-5
Cc1ccn(CC(=O)N2CCCC(Nc3ccc(F)c(F)c3)C2)n1 (stereo not given),5,-0.5,-1,5,0,-4,1,7,-11,1

(continued)
UHRF1 binding | PG9 binder | TCR-CD3 inh | SIAE inh | HTRA1 inh | LEDGF integ inh | mABHD4 FP | Tn7 DDE FP | TDP2 inh | PRMT1 FP inh | molecule
3 | 0.3 | 2 | 4 | 0 | 4 | -4 | -5 | -12 | 1 | COc1ccc(CCN(C)C2CCCN(S(=O)(=O)c3ccccc3F)C2)cc1OC (stereo not given)
1 | -1.1 | -4 | -8 | 3 | 2 | 1 | -3 | -2 | 2 | COC(=O)c1cc2sc(Cl)cc2n1CC(=O)Nc1ccc(OC)c(OC)c1OC
1 | -2.7 | -3 | -4 | 1 | -1 | -1 | -2 | 2 | 5 | Cc1cccc(NC(=O)CN2C(=O)COc3ccc(Cl)cc32)c1C
0 | -0.7 | 4 | 0 | 7 | -2 | 3 | -3 | 5 | -4 | CCOC(=O)N1CCN(S(=O)(=O)c2ccc(NC(C)=O)cc2)CC1
1 | -0.9 | -7 | 3 | 4 | -3 | 4 | 0 | 1 | 11 | COc1cc(/C=C/C(=O)Nc2nnc(CC(C)(C)C)s2)cc(OC)c1OC

Rows were taken by chance. About 4.2% of those tested had a hit in this group.
